Bioassay records: PubChem BioAssay, several laboratories
KCNQ1 inh: human KCNQ1 channel inhibition; CHO-K1 KCNQ1, FluxOR thallium flux fluorescence; hits give high values; B-score at 10 µM; 310,000 tested, 1.3% active; AID 2642;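 active means compounds whose thallium flux B-score, printed positive for inhibition, exceeds three library SD while starting fluorescence stays within three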;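 further: channel opened by potassium depolarization with thallium stimulus after 20 min compound exposure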
Target sequence (P51787 whole entry, looked up): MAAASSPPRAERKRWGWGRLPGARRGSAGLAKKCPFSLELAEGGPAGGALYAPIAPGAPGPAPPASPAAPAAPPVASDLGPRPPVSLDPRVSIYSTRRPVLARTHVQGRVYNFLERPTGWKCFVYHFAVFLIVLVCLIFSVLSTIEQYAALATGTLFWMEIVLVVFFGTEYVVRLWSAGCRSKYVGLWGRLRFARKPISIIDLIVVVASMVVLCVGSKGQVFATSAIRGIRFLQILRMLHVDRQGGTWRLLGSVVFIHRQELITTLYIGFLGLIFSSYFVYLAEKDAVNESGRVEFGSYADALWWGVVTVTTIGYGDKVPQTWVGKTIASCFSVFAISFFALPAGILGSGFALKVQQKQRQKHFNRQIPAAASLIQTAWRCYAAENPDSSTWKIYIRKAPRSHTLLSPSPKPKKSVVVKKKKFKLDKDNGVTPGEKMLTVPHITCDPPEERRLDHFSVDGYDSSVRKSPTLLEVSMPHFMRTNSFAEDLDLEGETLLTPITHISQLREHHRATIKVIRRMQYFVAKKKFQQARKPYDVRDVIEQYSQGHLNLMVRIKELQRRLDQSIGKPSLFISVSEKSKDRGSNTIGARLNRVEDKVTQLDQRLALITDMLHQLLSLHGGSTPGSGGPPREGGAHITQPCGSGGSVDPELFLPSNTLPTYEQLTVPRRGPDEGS
GSK3 alpha inh: human GSK-3 alpha kinase inhibition | 320,000 tested, 0.1% active | ADP-Glo luminescence, 60 min | AID 2650 | P49840 | inhibition, % at 10 µM;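 in the data active means inhibition above about 50%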;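 further: GST-tagged GSK-3 alpha with peptide substrate and 25 µM ATP; 0% = DMSO neutral wells and 100% = GW8510 positive control wells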
PolyA inh: blocks polyadenylation in yeast reporter cells | S. cerevisiae SKY197-pL101 polyadenylation reporter, beta-gal luminescence; efflux-impaired pdr1/pdr3 knockout yeast; score 100 = 6 SD above DMSO | calls only at 12 µM | 300,000 tested, 0.02% active;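 active means lowest replicate activity score at least 50, where 100 means six control SD above control mean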;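 further: yeast exposed to compound for 9 h at 30 °C; higher score means more reporter readthrough which indicates perturbed polyadenylation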
KCNK3 inh: human KCNK3 channel inhibition, primary screen; O14649; CHO-KCNK3 thallium flux, FluxOR fluorescence; hits give low values; B-score at 10 µM; 340,000 tested, 0.84% active;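 active means B-score under library mean minus 4 SD, starting fluorescence ratio at most library mean plus 5 SD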;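 further: more negative B-score means stronger inhibition of thallium flux through KCNK3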
GSK3B inh: inhibitors of human GSK3beta kinase | P49841 | activity score (negative = inhibition), % at 10 µM | GST-GSK3beta kinase, ADP-Glo luminescence, 60 min; hits give low values | 300,000 tested, 0.038% active;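 active means more than half of replicate wells score below -50%, meaning over 50% inhibition versus plate controls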;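 further: 0% = median DMSO wells and -100% = median GW8510 positive control wells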
Target sequence (P49841 whole entry, looked up): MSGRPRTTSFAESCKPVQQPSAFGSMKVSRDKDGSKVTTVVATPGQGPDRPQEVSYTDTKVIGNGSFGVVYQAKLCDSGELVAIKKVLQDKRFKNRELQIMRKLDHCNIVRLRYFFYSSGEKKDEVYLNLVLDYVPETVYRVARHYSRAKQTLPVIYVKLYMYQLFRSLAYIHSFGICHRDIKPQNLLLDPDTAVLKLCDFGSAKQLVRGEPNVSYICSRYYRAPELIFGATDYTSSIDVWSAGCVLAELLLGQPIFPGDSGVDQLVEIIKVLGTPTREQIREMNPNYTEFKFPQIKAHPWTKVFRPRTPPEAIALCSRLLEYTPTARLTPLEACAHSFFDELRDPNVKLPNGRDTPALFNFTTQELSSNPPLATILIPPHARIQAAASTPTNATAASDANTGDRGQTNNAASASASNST
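Assay system: GST-fused GSK3beta enzyme, cell-free / Medium: Tris pH 7.5 buffer with MgCl2, DTT, BSA, heparin / Also added: peptide substrate plus 25 µM ATP (final) / Compound: 10 µM single point / Timing: kinase reaction with compound 60 min at room temperature / Detection: ADP-Glo luminescence / Benchmarks: DMSO neutral wells and GW8510 at 20 µM as positive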
RGS4 block: human RGS4 inhibition. 310,000 tested, 0.45% active. HEK293 M3R/RGS4 inducible, Fluo-4 calcium flux; hits give high values; triggered by carbachol at its EC20. B-score at 10 µM. AID 463165;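 active means B-score, a plate-corrected calcium signal, over three deviations above library mean, with baseline fluorescence within five deviations of library mean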;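 further: RGS4 expression induced by doxycycline in cells with stable M3 receptor; B-score is computed from the integrated fluorescence ratio over baseline after carbachol; higher B-score means a larger calcium signal and so more RGS4 inhibition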
hERG rescue: hERG (human) protection from proarrhythmic block; CHO-hERG, FluxOR thallium flux, dofetilide IC70 present; activation (rescue from dofetilide block), less the hit threshold, % at 10 µM; 310,000 tested, 0.51% active; AID 1511;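 active means activation above the mean of controls blocked by dofetilide plus 5 SD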;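 further: thallium influx through hERG after potassium depolarization seen as dye fluorescence rise; in these data hits start at about 4.7%; inactives centre near -7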
KCNK9 inh: blocks the human KCNK9 two-pore domain potassium channel. B-score at 10 µM. Q9NPC2. HEK293 KCNK9, FluxOR thallium flux fluorescence; hits give low values. 310,000 tested, 1.2% active;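 active means ratio B-score over 3 SD below the library mean, with starting fluorescence within 5 SD of its mean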;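 further: negative B-score means less thallium flux so channel inhibition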
KCNQ1 act: human KCNQ1 channel potentiation or activation; CHO-K1 KCNQ1, thallium flux FluxOR fluorescence; hits give high values; B-score at 10 µM; 310,000 tested, 0.35% active; AID 2648;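 active means fluorescence ratio B-score, a plate-corrected score, at least three library SD, with initial intensity B-score within 5 SD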
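Assay system: CHO-K1 cells stably expressing KCNQ1. Medium: assay buffer for compound exposure, DMSO matched across wells. Timing: 37 °C overnight plating, 90-min dark dye load, 20-min compound pretreatment. Signal: kinetic FluxOR fluorescence, 10 s baseline plus 110 s post-stimulus.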
DYRK1A inh: inhibitors of rat Dyrk1A kinase. Q63470. ADP-Glo luminescence, NFATc1 peptide. inhibition, % at 12.5 µM. 310,000 tested, 0.43% active; in the data active means inhibition above about 50%;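 further: plate controls were vehicle with enzyme for no effect and no enzyme for full effect; many of its hits are not listed in these tables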
RGS4 act: potentiators or activators of RGS4. HEK293 M3R/inducible RGS4, carbachol calcium flux Fluo4; hits give low values. 310,000 tested, 0.92% active. B-score at 10 µM;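 active means B-score of the integrated calcium signal more than 4 SD below the library mean, with starting fluorescence not abnormally high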;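 further: negative B-score means reduced calcium response which marks RGS4 activation or potentiation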
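test system = M3R-expressing HEK293 line, RGS4 induced by doxycycline | probe or stimulus = carbachol at ECmax as muscarinic agonist stimulus | timing = dye loading 30 min 37 °C, buffer rest 30 min RT | signal = calcium dye Fluo4 fluorescence | evaluation = B score from integrated fluorescence ratio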
Starred values were filed as active, the others as inactive; i = inactive; x = no result given.

SMILES	KCNQ1 inh	GSK3 alpha inh	PolyA inh	KCNK3 inh	GSK3B inh	RGS4 block	hERG rescue	KCNK9 inh	KCNQ1 act	DYRK1A inh	RGS4 act
O=C1NC2(CCCCCC2)C(=O)N1Cc1cccc([N+](=O)[O-])c1	i	0.6	i	i	1.8	i	-7.0	i	i	-1.4	i
COc1ccc(/C=C/C(=O)NC(=S)Nc2ccc(S(N)(=O)=O)cc2)cc1OC	i	-0.4	i	i	2.3	i	-8.9	i	i	-1.0	i
CCOC(=O)CN(C(=O)CNC(=O)c1cccs1)C(C(=O)NC1CCCCC1)c1cccs1 (stereo not drawn)	i	5.5	i	i	1.6	i	-8.8	i	i	-0.5	i
COc1ccc(-n2c(SC(C)C(=O)Nc3ncc(Cl)cc3Cl)nc3ccccc32)cc1 (stereo not drawn)	i	-2.7	i	i	-1.3	i	-13.5	-16.2*	i	6.5	i
COc1ccc(NC(=O)CC(C)n2ccnc2)cc1 (stereo not drawn)	i	-2.1	i	i	3.3	i	-1.9	i	i	1.2	i
Cc1c(OCC(=O)NCc2ccncc2)ccc2c3c(c(=O)oc12)CCCC3	i	-0.7	i	i	-6.4	i	-12.2	i	i	3.7	i
O=C(Cn1nnc(-c2ccccc2-n2cnnn2)n1)c1ccccc1	i	-2.1	i	i	0.7	i	-2.1	i	i	2.2	i
O=C(Nc1ccc(F)cc1)c1ccccc1CC[N+](=O)[O-]	i	-5.9	i	i	0.1	i	-9.4	i	i	9.8	i
COC(=O)c1c(C)nn(-c2ccc(OC(F)(F)F)cc2)c1-c1snnc1C	i	2.9	i	i	3.7	i	-5.4	i	i	x	i
CCOC(=O)c1[nH]c(C)c(C(=O)N2CCc3c([nH]c4ccccc34)C2c2ccccn2)c1C (stereo not drawn)	i	1.2	i	i	2.1	i	-10.0	i	i	1.5	i
O=C(OCC(=O)N1CCCC1)c1cc(Br)ccc1Cl	i	-1.5	i	i	2.5	i	-14.0	i	i	15.2	i
O=C(CN1C(=O)NC2(CCCC2)C1=O)Nc1nc2ccccc2[nH]1	i	-1.2	i	i	x	i	-2.6	i	i	x	i
COc1ccccc1CN1CCN(Cc2ccco2)CC1	i	2.2	i	i	-1.6	i	-1.4	i	i	-4.2	i
N=c1c(S(=O)(=O)c2ccc(Cl)cc2)cc2c(=O)n3ccccc3nc2n1Cc1ccco1	i	1.0	i	i	2.5	i	-7.0	i	i	4.8	i
CC(=O)N(c1ccccc1)C1CC(C)N(C(=O)c2ccccc2)c2ccccc21 (stereo not drawn)	i	-2.5	i	i	-0.5	i	-2.1	i	i	0.3	i
Cc1ccccc1C(=O)/C=C1\NC(=O)CS1	i	-1.1	i	i	-4.3	i	-16.4	i	i	3.9	i
CCOC(=O)Cc1csc(NC(=O)c2ccc3ccccc3n2)n1	i	-0.7	i	i	-11.4	i	-4.6	i	i	-2.6	i
O=C(CNC(=O)c1cccs1)NCC(=O)OCc1c(Cl)cccc1Cl	i	1.0	i	i	0.5	i	-0.5	i	i	1.7	i
CC(Oc1ccccc1)C(=O)NNC(=O)c1ccccn1 (stereo not drawn)	i	-2.2	i	i	4.1	i	-12.6	i	i	2.2	i
COc1cc(C(=O)NCc2ccc(S(N)(=O)=O)cc2)ccc1OCC(=O)Nc1cccc(C(F)(F)F)c1	i	-0.2	i	i	x	i	-3.7	i	i	7.2	i

Single records, from the list above.
Results for `COc1ccc(NC(=O)CC(C)n2ccnc2)cc1` (stereo not drawn) : KCNQ1 inh: i; GSK3 alpha inh: -2.1; PolyA inh: i; KCNK3 inh: i; GSK3B inh: 3.3; RGS4 block: i; hERG rescue: -1.9; KCNK9 inh: i; KCNQ1 act: i; DYRK1A inh: 1.2; RGS4 act: i
Results for `CCOC(=O)c1[nH]c(C)c(C(=O)N2CCc3c([nH]c4ccccc34)C2c2ccccn2)c1C` (stereo not drawn) : KCNQ1 inh: i; GSK3 alpha inh: 1.2; PolyA inh: i; KCNK3 inh: i; GSK3B inh: 2.1; RGS4 block: i; hERG rescue: -10.0; KCNK9 inh: i; KCNQ1 act: i; DYRK1A inh: 1.5; RGS4 act: i

New compounds follow.
SMILES	KCNQ1 inh	GSK3 alpha inh	PolyA inh	KCNK3 inh	GSK3B inh	RGS4 block	hERG rescue	KCNK9 inh	KCNQ1 act	DYRK1A inh	RGS4 act
CC(CN(C)Cc1ccccc1)OC(=O)c1cccs1 (stereo not drawn)	i	2.4	i	i	1.5	i	46.5*	i	i	-2.3	i
CC1CCN(S(=O)(=O)c2ccc(C(=O)NC3CCS(=O)(=O)C3)cc2)CC1 (stereo not drawn)	i	-0.3	i	i	1.5	i	-8.1	i	i	-11.5	i
COc1ccc(O)c(-c2[nH]ncc2C(=O)c2ccccc2C)c1	i	1.4	i	i	-0.5	i	-3.6	i	i	9.6	i
O=C1/C(=C/c2ccccc2)NC(=S)N1C(c1ccccc1)c1ccccc1	i	x	i	i	-3.7	i	-5.1	i	i	4.7	i
O=C(Nc1c(F)cc(F)cc1Br)c1cccnc1	i	-1.0	i	i	0.8	i	-13.5	i	i	-16.6	i
O=c1c2ccccc2nc2sc3ccccc3n12	i	-4.1	x	i	-22.6	i	-5.5	i	i	19.7	i
CN1CCN(C(=O)NC2CCCN2S(=O)(=O)c2ccc(Cl)cc2)CC1 (stereo not drawn)	i	0.7	i	i	2.0	i	-6.2	i	i	8.1	i
C(=C\c1ccc(/C=C/c2ccccc2)nn1)/c1ccccc1	i	0.2	i	x	2.8	i	-1.5	i	i	x	i
CCc1cc(=O)[nH]c(SCC(=O)NCc2ccc3c(c2)OCO3)n1	i	-1.6	i	i	2.1	i	-9.0	i	i	5.6	i
COc1ccc(N2C(C(C)=O)=NN(c3ccccc3)C2c2cccs2)cc1 (stereo not drawn)	7*	0.0	x	i	-1.0	i	-8.9	i	i	2.5	i
CC(C)=CCN1CCN(CCC2=C(C)CCCC2(C)C)CC1CCO (stereo not drawn)	i	-4.4	i	i	-5.3	i	-7.7	i	i	1.9	i
C/C(=N\NC(=O)c1ccc2nc[nH]c2c1)c1ccc([N+](=O)[O-])cc1	i	-11.2	i	x	-0.1	i	-1.6	i	i	x	i
CC(CC(=O)O)CC(=O)Nc1ccc(Br)cc1 (stereo not drawn)	i	-1.2	i	i	2.0	i	-9.2	i	i	3.6	i
O=C(NCc1ccc(Cl)cc1)c1csc(-c2cccnc2)n1	i	3.6	i	i	-5.8	i	-6.1	i	i	x	i
COc1cc2nc(C3CC3)n(NC(=O)c3ccc(Cl)cc3)c(=O)c2cc1OC	i	x	x	i	-0.6	i	-8.2	i	i	-1.3	i
Cc1nc2scc(C)n2c(=O)c1S(=O)(=O)N1CCN(c2ccccc2F)CC1	i	0.8	i	i	2.7	i	-3.9	i	i	-0.6	i
CSc1ccccc1NC(=O)CN(C1CCCCC1)S(C)(=O)=O	i	0.3	i	i	3.3	i	-8.5	i	i	-1.0	i
CC(C)CC(=O)NC(=S)Nc1ccc(N2CCOCC2)cc1	i	-1.6	i	i	1.7	i	-1.2	i	i	7.9	i
C/C(NCCN1CCOCC1)=C(\C#N)C(N)=O	i	-8.3	i	i	-1.0	i	-2.9	i	i	3.6	i
COC(=O)C(O)(CC(=O)Nc1ccc(Cl)cc1Cl)C(F)(F)F (stereo not drawn)	i	-6.4	i	i	4.1	i	-5.7	i	i	5.6	-9.21*
O=C(Nc1ccc(-n2ccnc2P(=O)(O)c2ccccc2)cc1)c1ccccc1Cl	i	0.9	i	i	1.1	i	-8.2	i	i	-4.5	i
COc1ccc(C(=O)NNC(=O)CSc2nc(C(C)C)nc3ccccc23)cc1	i	-1.7	i	i	x	i	-12.2	i	i	-4.8	i
O=C1c2cccnc2C(=O)N1Cc1ccccc1	i	0.3	i	i	6.5	i	-4.5	i	i	5.6	i
COC(=O)C1=NNC2C(=O)N(C3CCCCC3)C(=O)C12 (stereo not drawn)	i	-0.9	i	i	0.9	i	-18.6	i	i	0.3	i
O=C1COc2ccc(C(=O)COC(=O)c3ncc(Cl)c(Cl)c3Cl)cc2N1	i	-1.0	i	i	x	i	-8.9	i	i	12.0	i
Cc1cnc(CNC(=O)CC2C(=O)NCCN2Cc2cccc(F)c2F)cn1 (stereo not drawn)	i	0.5	i	i	-6.4	i	-10.8	i	i	-1.3	i
CC(CO)(CO)NC(=O)c1ccc(=O)[nH]n1	i	x	i	i	0.9	i	-6.6	i	i	-5.4	i
CC(C)CC(=O)n1sc(NC(=O)c2ccccc2)nc1=O	i	-5.2	i	i	6.3	i	-19.1	i	i	-0.9	i
COC(=O)C1(C)NC(c2ccccc2C)C2C(=O)N(c3ccc(F)cc3)C(=O)C21 (stereo not drawn)	i	-4.2	i	i	x	i	0.4	i	i	-2.1	i
CC(=O)NCCCC(=O)NNC1CC(=O)N(c2cccc(Cl)c2)C1=O (stereo not drawn)	i	-1.7	i	i	2.6	i	-7.2	i	i	x	i
Fc1ccc(CSc2ccc(-c3ccc4c(c3)OCO4)nn2)cc1	i	-0.2	i	i	1.6	i	-14.0	i	i	-0.7	i
O=C(Nc1ccc2c(c1)OCCO2)N1CCN(Cc2ccccc2)CC1	i	1.5	i	i	-3.2	i	-12.0	i	i	x	i
Cc1ccc(C)c(N2CCN(C(=O)CN(C)S(=O)(=O)c3ccc4c(c3)CCC(=O)N4)CC2)c1	i	-0.3	i	i	0.6	i	-5.4	i	i	-14.3	i
Cc1c(C(=O)NC2CC2)oc2ccc(S(=O)(=O)N3CCCCCC3)cc12	i	-2.0	i	i	0.6	i	-20.4	i	i	0.5	i
CC1(C)C(=O)Nc2ccccc2N1C(=O)COc1cccnc1[N+](=O)[O-]	i	-1.4	i	i	0.2	i	-10.8	i	i	-2.8	i
CC(C)(C)C(=O)Nc1sc2c(c1C#N)CCCCC2	i	-4.3	i	i	0.8	i	-8.5	i	i	2.0	i
N#CCCn1ncc2ccccc21	i	-2.2	i	i	-3.0	i	-7.2	i	i	10.3	i
FC(F)Sc1ccc(-n2cc(-c3ccc(Cl)cc3)[n+]3c2CCC3)cc1	i	-0.7	i	i	-2.2	i	-16.3	i	i	7.5	i
Oc1ccc(/C=N/Nc2cc(N3CCCC3)nc(N3CCCC3)n2)cc1O	i	-1.4	i	i	-2.0	i	-5.5	i	i	3.7	i
CCCSCCCNC(=O)Cn1cc2c(n1)CCCCC2	i	x	i	i	-1.1	i	-4.0	i	i	5.8	i

Not all compounds are listed; the hit share may differ from the screen's.
